MsrA inhibitor: bovine MsrA inhibition | purified bovine MsrA, absorbance read-out | inhibition, % at 15.5 µM | 360,000 compounds, 0.75% hits | AID 651718; in the data active = inhibition above about 4.5%;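 also: 0% = vehicle wells with enzyme and 100% = reference inhibitor wells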
FAS TE block: blocks the thioesterase domain of human fatty acid synthase. P49327. recombinant FAS-TE, OMFH fluorogenic substrate, fluorescence endpoint. inhibition, % at 15 µM. 360,000 compounds, 0.67% hits;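 active = compounds whose normalised, plate-corrected inhibition of enzyme fluorescence in the single-dose primary screen is 50% or more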;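 also: 0% = DMSO with enzyme and 100% = substrate without enzyme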
bovine MsrA act: bovine methionine sulfoxide reductase A activation | purified bovine MsrA, absorbance read-out | activation, % at 10.6 µM | 360,000 compounds, 0.3% hits | AID 602163; in the data active = activation above about 7.5%;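 also: 0% = vehicle and 100% = reference activator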
Neddyl block: inhibitors of human cullin neddylation; 360,000 compounds, 0.58% hits; calls only at 25 µM; P61081+Q13564; TR-FRET cullin neddylation, biochemical; in the data active = inhibition above about 36%
Target sequence (P61081 whole entry, looked up): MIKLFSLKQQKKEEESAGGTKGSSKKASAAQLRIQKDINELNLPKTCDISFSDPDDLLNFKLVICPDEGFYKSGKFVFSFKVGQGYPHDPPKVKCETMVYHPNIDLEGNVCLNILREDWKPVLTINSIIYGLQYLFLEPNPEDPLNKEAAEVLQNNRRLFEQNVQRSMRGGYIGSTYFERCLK
Target sequence (Q13564 whole entry, looked up): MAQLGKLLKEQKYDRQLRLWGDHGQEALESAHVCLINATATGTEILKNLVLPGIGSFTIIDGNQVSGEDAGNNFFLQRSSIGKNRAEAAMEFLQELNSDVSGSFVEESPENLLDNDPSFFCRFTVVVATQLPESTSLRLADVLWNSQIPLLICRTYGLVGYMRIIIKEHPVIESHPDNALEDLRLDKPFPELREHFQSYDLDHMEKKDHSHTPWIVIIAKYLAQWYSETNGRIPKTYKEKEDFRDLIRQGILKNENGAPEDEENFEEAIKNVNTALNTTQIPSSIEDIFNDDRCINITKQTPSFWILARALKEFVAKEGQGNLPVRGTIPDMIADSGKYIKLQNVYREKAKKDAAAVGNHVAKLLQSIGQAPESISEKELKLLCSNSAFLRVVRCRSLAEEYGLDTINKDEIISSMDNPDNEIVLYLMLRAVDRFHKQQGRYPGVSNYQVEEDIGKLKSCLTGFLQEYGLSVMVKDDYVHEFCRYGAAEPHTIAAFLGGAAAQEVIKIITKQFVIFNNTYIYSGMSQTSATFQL
MT1-MMP act inh: inhibitors of human MT1-MMP activation | P50281 | HT1080 RFP-PRO-GFP cells, GFP/RFP ratio fluorescence, overnight; percent of plate control window, DMSO zero | GFP/RFP ratio change, % at 20 µM | 360,000 compounds, 0.061% hits | AID 651647;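 active = GFP/RFP ratio change of at least 30% with cell ATP level not reduced by more than half and red fluorescence within 50% of control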; also: strong numbers were not always called active
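Assay system: HT1080 RFP-PRO-GFP cells | Dosing: 20 µM single dose, 1% DMSO | Incubation: Cells overnight before dosing, compound overnight, 37 °C, 5% CO2 | Evaluation: GFP/RFP fluorescence ratio | Control set: DMSO-only wells and HT1080 RFP-L50D-GFP cell wells as references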
NRP1-CendR mod: NRP-1/CendR interaction modulation; FAM-RPARPAR peptide binding to NRP-1, fluorescence polarization; 360,000 compounds, 0.85% hits; inhibition, % at 25 µM; O14786;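 active = inhibition or corrected inhibition above about 18%, plus a signal ratio from 0.5 to 1.5, limit read from the data, passing the limit was not always enough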; also: strong numbers were not always called active
SKN-1 inh: C. elegans SKN-1 inhibition; 360,000 compounds, 0.49% hits; inhibition, % at 21.8 µM; AID 624304; C. elegans VP596 Pgst-4::GFP/RFP ratio, acrylamide-induced, 24 h;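 active = interference check ratio from 0.5 to 1.5 plus GFP to RFP signal ratio inhibition reaching or exceeding a fixed threshold, cut at about 30% in these data, passing the limit was not always enough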; also: some compounds called inactive have numbers as strong as hits
E coli Lon inh: inhibits E. coli Lon protease | 360,000 compounds, 0.42% hits | inhibition, % at 7.94 µM | purified E. coli Lon protease, fluorescence polarization | P0A9M0; in the data active = inhibition above about 13%, passing the limit was not always enough;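 also: 0% = enzyme with probe and DMSO and 100% = no enzyme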
Rin1 Abl inh: inhibitors of human Rin1-Abl protein interaction. inhibition, % at 7.35 µM. 360,000 compounds, 0.4% hits. P00519+Q13671. TR-FRET Rin1/Abl binding, biochemical; in the data active = inhibition above about 5%, passing the limit was not always enough
* marks the source's active call; other numbers are inactive results; i = inactive; · = not tested or not shown.

The line under a structure holds: NRP1-CendR mod	Neddyl block	MT1-MMP act inh	E coli Lon inh	FAS TE block	Rin1 Abl inh	MsrA inhibitor	bovine MsrA act	SKN-1 inh
> CC(=O)N1CCN(c2ccccc2NC(=O)COc2ccccc2C)CC1
  -10	i	2	0	1	2	0.0	-5	5
> CN1CCN(c2nc3c(c(=O)[nH]c(=O)n3C)n2Cc2ccc(Cl)cc2)CC1
  7	i	-4	-2	-2	-2	-0.8	-7	1
> Cc1ccc(CSCCNC(=O)CN(c2ccccc2)S(C)(=O)=O)cc1
  13	i	4	-3	-4	4	2.4	1	-4
> CN1CCN(C(=O)c2cc([N+](=O)[O-])cc([N+](=O)[O-])c2)CC1
  0	i	5	-8	-13	1	-0.3	-11	-14
> O=C(CN1CCC(O)(c2ccccc2)CC1)Nc1ccc2c(c1)OCCO2
  -2	i	0	0	0	2	-0.8	0	18
> CCc1nc(C)cn1S(=O)(=O)c1cc(OC)c(C)cc1C
  -4	i	4	4	-2	1	-0.4	-9	-20
> CNC(=O)c1ccccc1S(=O)c1ccccc1C#N (centres undefined)
  -1	i	4	-3	-4	-3	-0.7	-3	-15
> NC1=NC(=O)/C(=C/c2ccccc2OS(=O)(=O)c2ccccc2)S1
  0	i	3	-15	-8	1	1.1	-4	2
> COc1ccc(S(=O)(=O)NCC2CCCN(Cc3ccc(C)o3)C2)cc1 (centres undefined)
  10	i	-1	1	0	7	0.9	-8	-6
> O=[N+]([O-])c1cccc(/C=C/c2ccncc2)c1
  -5	i	1	1	2	-4	0.7	-3	25
> CC(C)(C)C(=O)Nc1ccccc1-c1nc2ccccc2[nH]c1=O
  -3	i	-5	3	1	1	1.0	-3	-15
> O=C(Nc1cccc([N+](=O)[O-])c1)Nc1cnccn1
  9	i	-10	1	-4	0	0.6	-5	-3
> CN(C)C(=O)CCC(=O)N1CCCC(C(=O)c2ccc(C(F)(F)F)cc2)C1 (centres undefined)
  6	i	-2	-10	-4	-1	-1.0	-3	12
> CCC(=O)Nc1ccc(-c2nn3c(C)nnc3s2)cc1C
  0	i	10	2	-10	-1	0.4	-12	11
> C#Cc1ccc2c(c1)COc1c3ccccc3nn1-2
  1	i	2	4	3	0	-0.5	-2	48*
> O=C(NNc1ccccc1[N+](=O)[O-])NC1CCCCC1
  2	i	3	-1	2	-2	-1.1	-1	10
> O=C(COC(=O)C1CC(=O)N(Cc2ccccc2)C1)Nc1ccc([N+](=O)[O-])cc1Br (centres undefined)
  12	i	-2	1	4	2	0.7	-1	7
> COc1ccc(C2C(C(=O)O)c3ccccc3C(=O)N2C)cc1Br (centres undefined)
  0	i	9	19*	-7	-1	-0.4	-3	-7
> CN(C)c1ccc(C(=O)N2CCCC(CCC(=O)N3CCN(c4ccccn4)CC3)C2)cc1 (centres undefined)
  8	i	2	-4	-1	6	0.3	-3	-8
> O=C(C1CCC1)N1CCN(S(=O)(=O)c2ccc(Br)cc2Cl)CC1
  1	i	4	0	-3	-2	0.8	0	1
> Cc1cc(C)nc(N2CCCC(C(=O)Nc3nnc(C)s3)C2)n1 (centres undefined)
  -12	i	0	-5	-1	-1	-2.0	-4	-2
> CCc1c(C)nc(N)n2c(SCC(=O)N3CCCC(C)C3)nnc12 (centres undefined)
  -9	i	4	5	-7	-6	1.1	0	-7
> COc1ccc(CCC(=O)Nc2ccc(OC)c(S(=O)(=O)N3CCCCC3)c2)cc1
  4	i	11	-3	0	4	-0.4	-5	2
> Cc1ccsc1C1C(C#N)=C(N)OC2=C1C(=O)CC(C)C2 (centres undefined)
  12	i	0	-4	-9	0	1.5	-9	-5
> CCOc1ccc(Nc2ncnc3c2cnn3C)cc1
  1	i	-3	3	-2	1	0.4	-3	14
> O=C(Nc1cccc2ncccc12)c1ccc(F)cc1
  -15	i	-1	-4	-4	0	-0.9	-3	2
> O=C1CC(c2nc3ccccc3[nH]2)CN1c1ccccc1F (centres undefined)
  5	i	1	-6	-4	1	-0.4	-6	-8
> CN1CCN(S(=O)(=O)c2ccc(NC(=S)NC(=O)C3CCCC3)cc2)CC1
  -6	i	3	-5	1	2	2.3	-15	-13
> Cc1noc(C)c1CSCC(=O)Nc1cc(Cl)ccc1N1CCOCC1
  9	i	-4	6	0	3	-0.1	-1	-5
> Cc1cc(C)n(Cc2cccc(F)c2)c(=O)c1C#N
  -13	i	0	-4	1	2	·	-4	1
> CC(=O)N/C(=C/c1ccc(OS(=O)(=O)c2ccc(C)cc2)cc1)C(=O)Nc1ccc(C(=O)O)cc1
  -6	i	0	-3	-3	-3	1.1	-4	-2
> CCN1CCc2c(sc(NC(=O)Nc3ccc(Cl)c(Cl)c3)c2C(N)=O)C1
  130	·	-186	-269	-60	0	0.7	-1	0
> Cc1cc(C(=O)N/N=C/c2ccc(Cl)c([N+](=O)[O-])c2)c(C)n1-c1ccc(F)cc1
  3	i	3	-5	17	3	2.0	-4	3
> Cc1ccsc1C(=O)OC(C)C(=O)Nc1ccc(Cl)cn1 (centres undefined)
  -3	i	-1	-10	6	1	1.2	-1	-5
> C/C(=N/NC(=O)C1COc2ccccc2O1)c1ccc(Br)s1 (centres undefined)
  7	i	5	7	-4	-5	-0.4	-5	-1
> Cc1cc(=O)[nH]c2ccc(S(=O)(=O)NC3CCCCC3)cc12
  -3	i	5	-14	-4	0	1.2	-3	7
> Cc1nnc(SCC(=O)NNC(=O)c2ccco2)s1
  2	i	-4	10	-8	-1	0.5	-3	16
> CN1CCN(CCCNC(=O)c2cn(C)c3ccc(S(=O)(=O)N(C)C)cc3c2=O)CC1
  -4	i	3	0	-6	-2	1.3	-3	3
> O=C(Cc1cccs1)Nc1cccc(-c2nc3ccccc3o2)c1
  -21	·	4	-6	0	-8	-0.8	-5	13
> COc1ccc(/C=C/C(=O)O)cc1COc1ccccc1C
  -3	i	2	-4	-15	2	0.1	-4	7
> Cn1ccc(C(=O)N/N=C/c2ccccc2[N+](=O)[O-])n1
  -3	i	-1	1	-5	-2	-0.6	-3	-12
> C/C(CC(=O)NCC(C)C)=N\NC(=O)COc1cc(C)c(Br)cc1Br
  -6	i	-1	3	26	0	-0.3	-7	-17
> CCSc1c(C(=O)NC)ccc2c1C(=O)c1ccccc1C2=O
  3	i	3	4	0	-8	-0.2	-3	-4
> O=C(CCCn1c(=S)[nH]c2ccccc2c1=O)N1CCOCC1
  -5	i	3	-4	-6	3	0.0	0	-7
> COc1ccc(CNc2nc(-c3cccnc3)nn2S(C)(=O)=O)cc1
  6	i	-3	4	-2	3	0.3	-4	11

Single records, as listed above. Values in the order: NRP1-CendR mod, Neddyl block, MT1-MMP act inh, E coli Lon inh, FAS TE block, Rin1 Abl inh, MsrA inhibitor, bovine MsrA act, SKN-1 inh
Cc1nnc(SCC(=O)NNC(=O)c2ccco2)s1 as listed: 2, i, -4, 10, -8, -1, 0.5, -3, 16
O=C(CCCn1c(=S)[nH]c2ccccc2c1=O)N1CCOCC1 as listed: -5, i, 3, -4, -6, 3, 0.0, 0, -7

More compounds follow:
The line under a structure holds: NRP1-CendR mod	Neddyl block	MT1-MMP act inh	E coli Lon inh	FAS TE block	Rin1 Abl inh	MsrA inhibitor	bovine MsrA act	SKN-1 inh
> COC(=O)c1ccc(N2C(=O)CC(SCCN)C2=O)cc1 (centres undefined)
  6	i	0	-9	-6	4	1.0	-1	-7
> Nc1c(C(=O)O)sc2nc3c(cc12)CCCC3
  0	i	0	-4	4	-1	1.0	3	9
> O=C(c1cccc(NS(=O)(=O)c2cccc(F)c2)c1)N1CCCC1
  27*	i	-5	-10	-6	-3	0.4	-3	15
> C[C@@H]1CN([C@H](C)CO)C(=O)c2cc(Br)cnc2O[C@H]1CN(C)C(=O)c1ccccc1
  7	i	8	-1	-15	-2	1.2	1	-6
> CCCc1ccc2oc(C(=O)N(C)Cc3cnccn3)c(C)c2c1
  23	i	1	-12	-4	-1	-0.5	-4	15
> CCOc1ccc(NC(=O)c2ccc(NC(=O)c3ccc(CN4CCOCC4)cc3)cc2)cc1
  -30	i	4	-1	-22	1	0.4	-5	-6
> Cc1ccc(NC(=O)CSCC(=O)OC(C)C(=O)Nc2ccc(S(N)(=O)=O)cc2)c(C)c1 (centres undefined)
  6	i	0	0	-4	-1	-0.4	-8	-1
> CCOc1ccc(-n2c(C)cc(/C=N/NC(=O)C(N)=O)c2C)cc1
  -6	i	-1	-1	-4	-6	2.0	-2	20
> C/C(=N\NC(=O)c1cc(-c2ccncc2)nc2ccccc12)c1ccc(N2CCOCC2)cc1
  1	i	11	0	1	-1	2.3	-6	0
> Cn1c(N)c(C(=O)CSc2ncn[nH]2)c(=O)n(C)c1=O
  7	i	3	-7	-3	-1	1.7	-2	2
> Cc1ccccc1C(=O)N[C@H](C(=O)OCC(=O)NC1CC1)C(C)C
  -8	i	1	1	-7	1	0.3	-1	-1
> CC(c1ccccc1)N1CCn2c(nc3cc(NC(=O)c4cccs4)ccc32)C1 (centres undefined)
  -20	i	3	-21	0	-5	1.9	-2	11
> CCCCC(=O)N(C)c1c(C)nc2ccc(C(=O)NCc3ccccc3OC)cn12
  3	i	-2	-4	-8	4	0.3	-2	6
> Cc1cccn2c(=O)c3cc(C(=O)NCc4ccc(F)cc4)c(=N)n(CC4CCCO4)c3nc12 (centres undefined)
  10	i	-2	2	5	-8	0.9	4	-11
> COCC(C)n1c(C)cc(C(=O)COC(=O)c2c(NC(C)=O)sc(C)c2C)c1C (centres undefined)
  8	i	-1	-4	-2	2	1.6	-11	-21
> CC(=O)c1ccc(-c2cnc3c(NC=O)cc(-c4cccc(NS(C)(=O)=O)c4)cn23)cc1
  -4	i	-1	-15	7	-9	0.3	-3	1
> O=C(COC(=O)c1ccc([N+](=O)[O-])o1)Nc1ccc(F)cc1
  2	i	-1	-10	-2	3	0.2	1	-8
> O=C(NC(Nc1ncc(S(=O)(=O)c2ccc([N+](=O)[O-])cc2)s1)(C(F)(F)F)C(F)(F)F)c1ccc(Cl)cc1
  7	i	-29	0	61*	-3	1.6	-1	14
> O=C(CCN1C(=O)C2C3C=CC(C3)C2C1=O)Nc1ccc2c(c1)OCO2 (centres undefined)
  18	i	-2	7	3	-3	1.4	-3	4
> Cc1cccc(-c2nc(C#N)c(NCC3CCCO3)o2)c1 (centres undefined)
  6	·	2	-3	-6	-2	0.4	-3	4
> O=C(NCCOc1ccccc1Cl)c1cc(F)c(F)cc1Cl
  -1	i	3	-2	8	-2	·	-1	15
> CC1(C)Cc2c(cnn2-c2ccc(F)cc2)C(NC(=O)C(C)(C)O)C1 (centres undefined)
  0	i	-2	4	-6	1	-0.1	-4	-19
> CCn1ncc(/C=C/C(=O)Nc2c(C)nn(CC)c2C)c1C
  4	i	10	-2	-7	2	0.8	2	5
> CCN(CC)C1CCN(c2nc3nonc3nc2NCCOC)C1 (centres undefined)
  2	i	0	1	0	2	3.6	-7	5
> O=S(=O)(NCc1nnc2ccccn12)c1ccc(F)cc1
  0	i	1	1	0	3	0.1	-2	9
> COC(=O)c1cccnc1NC(=S)NNC(=O)c1ccncc1
  3	i	4	1	-10	-4	1.4	-1	11
> O=C(c1ccccc1)N1CCN(Cc2ccccc2)CC1
  -2	i	0	6	-3	5	-0.9	-2	6
> CC(c1ccccc1)C1CC(=O)N(Cc2ccco2)C1=O (centres undefined)
  -15	i	-4	-8	-3	5	0.9	3	-6
> CCNc1nc(NCC)n2c(SCC(=O)Nc3ccc(F)cc3)nnc2n1
  -1	i	-1	-5	1	-1	-1.7	-3	1

Of the compounds above, these contain a CF3 group:
The line under a structure holds: NRP1-CendR mod	Neddyl block	MT1-MMP act inh	E coli Lon inh	FAS TE block	Rin1 Abl inh	MsrA inhibitor	bovine MsrA act	SKN-1 inh
> CN(C)C(=O)CCC(=O)N1CCCC(C(=O)c2ccc(C(F)(F)F)cc2)C1 (centres undefined)
  6	i	-2	-10	-4	-1	-1.0	-3	12
> O=C(NC(Nc1ncc(S(=O)(=O)c2ccc([N+](=O)[O-])cc2)s1)(C(F)(F)F)C(F)(F)F)c1ccc(Cl)cc1
  7	i	-29	0	61*	-3	1.6	-1	14
